HKDC1 inh – HKDC1 hexokinase inhibitors, primary screen, biochemical, fluorescence, uHTS; 340,000 tested, 0.16% active; recombinant HKDC1, G6PDH/diaphorase resazurin coupled fluorescence; inhibition, % at 20 µM; AID 493160, 2011;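 active means inhibition above about 35% when tested at 20 µM, limit read from the data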;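 further: plate controls were DMSO wells with enzyme for no effect and DMSO wells lacking enzyme for full effect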
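Material – in-house recombinant HK5 (HKDC1) enzyme · Quantity – HKDC1 at 5 µg/mL · Buffer or medium – pH 8.0 Tris buffer with 10 mM MgCl2 · Reagent – glucose with 1 mM ATP · Dosing – single 20 µM dose · Times – reaction time 90 min, room temperature, protected from light · Technique – resorufin fluorescence at 613 nm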
Gli-Sufu block – Gli-Sufu pathway antagonists, primary screen, luciferase luminescence, Sufu-KO-LIGHT cells, uHTS. inhibition, % at 5 µM. 340,000 tested, 0.74% active. AID 588413, 2011. Sufu-KO-LIGHT fibroblasts, Gli luciferase reporter luminescence;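 active means inhibition above about 55%, limit read from the data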;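 further: 0% = DMSO-treated cells and 100% = wells with medium but no cells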
Apaf-1 inh – inhibitors of human Apaf-1 apoptosome, primary screen, biochemical, DEVD-Rh110 fluorescence, uHTS; Apoptotic protease-activating factor 1 (Homo sapiens), O14727; reconstituted apoptosome caspase-3 activity; inhibition, % at 20 µM; 330,000 tested, 0.71% active; active means inhibition of at least 40% at 20 µM;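 further: plate controls were DMSO wells for no effect and DEVD-CHO caspase inhibitor wells for full effect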
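Assay system – apoptosome proteins · Medium – Hepes buffer, pH 7.5 · Also added – cytochrome c with DEVD-Rh110 · Timing – 30 min compound preincubation, 50 min activation, room temperature · Detection – Rh110 fluorescence, excitation 480 nm, emission 540 nm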
697 NFkB inh – inhibitors of PMA/ionomycin-induced NF-kB reporter, 697 cells, primary screen, B-cell NF-kB inhibitor project, cell-based, luminescence, uHTS; 697 B-cell NF-kB luciferase reporter, 16 h; inhibition, % at 4 µM; 330,000 tested, 0.33% active; in the data active means inhibition above about 35%
UBC13 polyUb – UBC13 polyubiquitin chain formation inhibitors, primary screen, biochemical, TR-FRET, uHTS. inhibition, % at 20 µM. 330,000 tested, 0.47% active; in the data active means inhibition above about 45%, passing the limit was not always enough
Target sequence (P61088 whole entry, looked up): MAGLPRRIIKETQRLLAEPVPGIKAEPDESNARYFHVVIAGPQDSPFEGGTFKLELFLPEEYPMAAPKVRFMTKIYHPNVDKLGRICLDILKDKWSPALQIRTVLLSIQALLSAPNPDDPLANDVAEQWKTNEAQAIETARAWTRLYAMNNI
Jurkat NFkB inh – inhibitors of induced NF-kB luciferase reporter, primary screen, TCR NF-kB activation inhibitor project, cell-based, luminescence, uHTS; inhibition, % at 4 µM; 330,000 tested, 0.53% active; Jurkat, PMA/ionomycin-induced NF-kB luciferase reporter
SENP7 block – SENP7 protease inhibitors, primary screen, biochemical, luminescence, uHTS; recombinant SENP7, Z-RLRGG-aminoluciferin luminescence, 40 min; inhibition, % at 5 µM; 330,000 tested, 1.5% active;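 active means inhibition above about 50% at the single test dose, limit read from the data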;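 further: plate controls were DMSO with enzyme for no effect and no enzyme buffer wells for full effect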
Target sequence (Q9BQF6 706-1050 limits assumed): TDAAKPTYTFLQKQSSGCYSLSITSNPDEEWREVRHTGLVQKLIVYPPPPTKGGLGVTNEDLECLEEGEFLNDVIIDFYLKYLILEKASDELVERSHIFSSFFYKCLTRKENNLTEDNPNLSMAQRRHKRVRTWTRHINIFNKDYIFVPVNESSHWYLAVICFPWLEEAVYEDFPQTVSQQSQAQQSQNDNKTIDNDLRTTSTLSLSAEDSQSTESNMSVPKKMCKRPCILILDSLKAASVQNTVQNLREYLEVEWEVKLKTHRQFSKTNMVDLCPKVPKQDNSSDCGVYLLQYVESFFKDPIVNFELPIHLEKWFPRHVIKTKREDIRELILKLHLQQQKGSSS
SENP8 block – SENP8 protease inhibitors, primary screen, biochemical, luminescence. 330,000 tested, 1.2% active. Sentrin-specific protease 8 (Homo sapiens), Q96LD8. purified SENP8, Z-RLRGG-aminoluciferin cleavage. inhibition, % at 10 µM
Target sequence (Q96LD8 whole entry, looked up): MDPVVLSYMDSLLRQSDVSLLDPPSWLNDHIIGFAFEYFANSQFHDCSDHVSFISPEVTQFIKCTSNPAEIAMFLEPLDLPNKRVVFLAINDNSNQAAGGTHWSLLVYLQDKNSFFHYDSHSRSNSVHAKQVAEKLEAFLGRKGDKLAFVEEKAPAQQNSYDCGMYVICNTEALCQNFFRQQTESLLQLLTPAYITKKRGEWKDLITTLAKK
Active calls of the source: *. Unless noted, no stated cut-off is given here; in the data, active means inhibition above about 50%; inactive means the rest.

How did COc1ccc(S(=O)(=O)N2CCN(C(=O)c3cc4c(s3)CCCC4)CC2)cc1 do in these assays?
HKDC1 inh: -1; Gli-Sufu block: -9; Apaf-1 inh: 35; 697 NFkB inh: -5; UBC13 polyUb: -5; Jurkat NFkB inh: 14; SENP7 block: -7; SENP8 block: -16

How did O=C(OC1CCCCC1=O)c1cccc(S(=O)(=O)N2CCOCC2)c1 (stereo not given) do in these assays?
HKDC1 inh: -4; Gli-Sufu block: 0; Apaf-1 inh: -1; 697 NFkB inh: -6; UBC13 polyUb: -6; Jurkat NFkB inh: 14; SENP7 block: 1; SENP8 block: -10

Results for C#CCOCCOCCOCCNc1nc(N2CCN(C(=O)[C@H](CCCCN)n3cc([C@@H](N)CC(C)C)nn3)CC2)nc(N2CCN(C(=O)[C@H](Cc3cc4ccccc4[nH]3)n3cc([C@@H](N)Cc4ccc(O)cc4)nn3)CC2)n1 ?
HKDC1 inh: 8; Gli-Sufu block: -12; Apaf-1 inh: 6; 697 NFkB inh: 5; UBC13 polyUb: 103*; Jurkat NFkB inh: -6; SENP7 block: 8; SENP8 block: 0

What do the screens show for `C=CCn1c(=O)c2ccccc2n2c(SCC(=O)NCc3cccs3)nnc12`?
HKDC1 inh: 5; Gli-Sufu block: 1; Apaf-1 inh: -5; 697 NFkB inh: 4; UBC13 polyUb: 6; Jurkat NFkB inh: 1; SENP7 block: -3; SENP8 block: -3

What do the screens show for `CCN(CC)CCC(=O)NC(C)(C)Cc1ccc(O)cc1`?
HKDC1 inh: -6; Gli-Sufu block: 30; Apaf-1 inh: -2; 697 NFkB inh: -5; UBC13 polyUb: -4; Jurkat NFkB inh: -6; SENP7 block: -1; SENP8 block: -9

What do the screens show for `O=S(=O)(c1ccc2c(c1)N(Cc1ccc(Cl)cc1)C1CCCN21)N1CCOCC1` (stereo not given)?
HKDC1 inh: 0; Gli-Sufu block: -4; Apaf-1 inh: 22; 697 NFkB inh: -35; UBC13 polyUb: 4; Jurkat NFkB inh: -9; SENP7 block: -13; SENP8 block: 0

What do the screens show for `COc1ccc(C)cc1S(=O)(=O)NCCc1ccccc1`?
HKDC1 inh: -13; Gli-Sufu block: 5; Apaf-1 inh: 3; 697 NFkB inh: -21; UBC13 polyUb: -2; Jurkat NFkB inh: 4; SENP7 block: -4; SENP8 block: -1

How did OC1(c2ccccc2)CCN(Cc2ccccc2)CC1 do in these assays?
HKDC1 inh: -12; Gli-Sufu block: 9; Apaf-1 inh: 8; 697 NFkB inh: 15; UBC13 polyUb: 0; Jurkat NFkB inh: -4; SENP7 block: -6; SENP8 block: -7

What do the screens show for `CC(NC(=O)c1cccc2ccccc12)c1ccc2c(c1)CCCC2` (stereo not given)?
HKDC1 inh: 13; Gli-Sufu block: 0; Apaf-1 inh: 16; 697 NFkB inh: -4; UBC13 polyUb: -6; Jurkat NFkB inh: 31; SENP7 block: -4; SENP8 block: -9

How did CN(CC/C=C1/c2ccccc2CSc2ccccc21)CCCO do in these assays?
HKDC1 inh: -4; Gli-Sufu block: 11; Apaf-1 inh: -5; 697 NFkB inh: 18; UBC13 polyUb: 8; Jurkat NFkB inh: 1; SENP7 block: 10; SENP8 block: 0

What do the screens show for `Cc1cc(C)c(NC(=O)COC(=O)Cc2cccs2)c(C)c1`?
HKDC1 inh: -2; Gli-Sufu block: 2; Apaf-1 inh: 0; 697 NFkB inh: -10; UBC13 polyUb: -4; Jurkat NFkB inh: 1; SENP7 block: 16; SENP8 block: -4

What do the screens show for `COc1ccc(C(=O)Nc2ccc(-c3ccc(NC(=O)c4ccc(OC)cc4)c(OC)c3)cc2OC)cc1`?
HKDC1 inh: -7; Gli-Sufu block: 11; Apaf-1 inh: 5; 697 NFkB inh: -14; UBC13 polyUb: 10; Jurkat NFkB inh: 16; SENP7 block: -8; SENP8 block: -8

Results for Cc1ccc(N/C(N)=N/c2nc(CSc3nnc(N)s3)cc(=O)[nH]2)cc1 ?
HKDC1 inh: -5; Gli-Sufu block: 0; Apaf-1 inh: -12; 697 NFkB inh: -7; UBC13 polyUb: 2; Jurkat NFkB inh: -8; SENP7 block: 7; SENP8 block: 2

What do the screens show for `C/[N+]([O-])=C\c1cccc(OCCN2CCN(c3ncc(C(F)(F)F)cc3Cl)CC2)c1`?
HKDC1 inh: -8; Gli-Sufu block: -8; Apaf-1 inh: 10; 697 NFkB inh: -2; UBC13 polyUb: 0; Jurkat NFkB inh: 2; SENP7 block: -2; SENP8 block: 1

What do the screens show for `COc1cc([N+](=O)[O-])ccc1NC(=O)CN1CCN(C(=O)c2ccco2)CC1`?
HKDC1 inh: -4; Gli-Sufu block: 0; Apaf-1 inh: -1; 697 NFkB inh: -8; UBC13 polyUb: 6; Jurkat NFkB inh: -7; SENP7 block: 0; SENP8 block: -3

Results for CCN(CC)S(=O)(=O)c1ccc(N2CC(C(=O)N3Cc4ccccc4CC3C(N)=O)CC2=O)cc1 (stereo not given) ?
HKDC1 inh: 5; Gli-Sufu block: -24; Apaf-1 inh: 6; 697 NFkB inh: 11; UBC13 polyUb: 9; Jurkat NFkB inh: -12; SENP7 block: -3; SENP8 block: 8

What do the screens show for `C=CCn1nc(-c2ccccc2)c(N2CCCCC2)cc1=O`?
HKDC1 inh: 0; Gli-Sufu block: -7; Apaf-1 inh: -3; 697 NFkB inh: -20; UBC13 polyUb: 4; Jurkat NFkB inh: -6; SENP7 block: 14; SENP8 block: 1

How did CCCC(=O)N(CCc1ccc(OC)cc1)Cc1nc2ccccc2c(=O)[nH]1 do in these assays?
HKDC1 inh: 0; Gli-Sufu block: 3; Apaf-1 inh: -16; 697 NFkB inh: -14; UBC13 polyUb: 3; Jurkat NFkB inh: 9; SENP7 block: 4; SENP8 block: 6

What do the screens show for `COc1ccc(-c2cc(=O)[nH]c3ccccc23)cc1`?
HKDC1 inh: -1; Gli-Sufu block: -17; Apaf-1 inh: 4; 697 NFkB inh: -1; UBC13 polyUb: 9; Jurkat NFkB inh: -6; SENP7 block: 5; SENP8 block: -4

How did c1ccc(-c2noc(CSc3nnc(Cc4cccs4)n3-c3ccccc3)n2)cc1 do in these assays?
HKDC1 inh: 3; Gli-Sufu block: 6; Apaf-1 inh: 18; 697 NFkB inh: -2; UBC13 polyUb: 12; Jurkat NFkB inh: 8; SENP7 block: -4; SENP8 block: 1

What do the screens show for `Cc1nc2ccc(C(=O)OCc3ccccc3Br)cc2nc1C`?
HKDC1 inh: 2; Gli-Sufu block: 3; Apaf-1 inh: 14; 697 NFkB inh: -60; UBC13 polyUb: 5; Jurkat NFkB inh: -30; SENP7 block: 56*; SENP8 block: 47

Results for CC(C)n1cnc2cc(NCc3ccccc3O)ccc21 ?
HKDC1 inh: 11; Gli-Sufu block: -27; Apaf-1 inh: -11; 697 NFkB inh: -7; UBC13 polyUb: 7; Jurkat NFkB inh: -13; SENP7 block: 1; SENP8 block: 0

How did O=C(C1CC1)N(CCc1ccccc1)Cc1nc2ccccc2c(=O)[nH]1 do in these assays?
HKDC1 inh: -5; Gli-Sufu block: 1; Apaf-1 inh: 7; 697 NFkB inh: -7; UBC13 polyUb: -3; Jurkat NFkB inh: -3; SENP7 block: 2; SENP8 block: 1

What do the screens show for `COc1ccccc1Cn1c(=O)c2ccccc2n2c(SCC(=O)N3CCCCC3)nnc12`?
HKDC1 inh: -10; Gli-Sufu block: 3; Apaf-1 inh: 13; 697 NFkB inh: -11; UBC13 polyUb: 0; Jurkat NFkB inh: -15; SENP7 block: -8; SENP8 block: -8

What do the screens show for `COc1ccc(OC)c(CN2CCN(C(=O)c3ccc(F)cc3)CC2)c1`?
HKDC1 inh: 0; Gli-Sufu block: 6; Apaf-1 inh: 4; 697 NFkB inh: 14; UBC13 polyUb: -1; Jurkat NFkB inh: -14; SENP7 block: -2; SENP8 block: -5

What do the screens show for `O=C(c1cc2cc(Br)cc(Br)c2oc1=O)N1CCCC1`?
HKDC1 inh: 7; Gli-Sufu block: -9; Apaf-1 inh: 5; 697 NFkB inh: 0; UBC13 polyUb: -7; Jurkat NFkB inh: 5; SENP7 block: -2; SENP8 block: -2

How did Cc1ccc(Sc2ncccc2COC(=O)NC(C)C)cc1 do in these assays?
HKDC1 inh: -8; Gli-Sufu block: -36; Apaf-1 inh: 0; 697 NFkB inh: -43; UBC13 polyUb: -6; Jurkat NFkB inh: -26; SENP7 block: 6; SENP8 block: -1

Results for COc1ccc(NS(=O)(=O)c2ccc(O)c(NC(=O)c3ccc(S(=O)(=O)N4CCCCCC4)cc3)c2)cc1 ?
HKDC1 inh: -10; Gli-Sufu block: 3; Apaf-1 inh: 14; 697 NFkB inh: -11; UBC13 polyUb: -9; Jurkat NFkB inh: 25; SENP7 block: 4; SENP8 block: -5

How did O=C(CSc1nncn1-c1ccccc1)NCc1cccs1 do in these assays?
HKDC1 inh: -8; Gli-Sufu block: 1; Apaf-1 inh: 4; 697 NFkB inh: -38; UBC13 polyUb: -8; Jurkat NFkB inh: -13; SENP7 block: -8; SENP8 block: 15

How did COc1cc(OC)cc(-c2c(C#Cc3ccsc3)c3cc(-c4ccc(OC)nc4)ccc3n2C)c1 do in these assays?
HKDC1 inh: -2; Gli-Sufu block: 3; Apaf-1 inh: 8; 697 NFkB inh: -30; UBC13 polyUb: -2; Jurkat NFkB inh: -13; SENP7 block: -5; SENP8 block: -10

Entries above containing a thiophene ring, fused or not (6):
How did COc1ccc(S(=O)(=O)N2CCN(C(=O)c3cc4c(s3)CCCC4)CC2)cc1 do in these assays?
HKDC1 inh: -1; Gli-Sufu block: -9; Apaf-1 inh: 35; 697 NFkB inh: -5; UBC13 polyUb: -5; Jurkat NFkB inh: 14; SENP7 block: -7; SENP8 block: -16

What do the screens show for `C=CCn1c(=O)c2ccccc2n2c(SCC(=O)NCc3cccs3)nnc12`?
HKDC1 inh: 5; Gli-Sufu block: 1; Apaf-1 inh: -5; 697 NFkB inh: 4; UBC13 polyUb: 6; Jurkat NFkB inh: 1; SENP7 block: -3; SENP8 block: -3

What do the screens show for `Cc1cc(C)c(NC(=O)COC(=O)Cc2cccs2)c(C)c1`?
HKDC1 inh: -2; Gli-Sufu block: 2; Apaf-1 inh: 0; 697 NFkB inh: -10; UBC13 polyUb: -4; Jurkat NFkB inh: 1; SENP7 block: 16; SENP8 block: -4

How did c1ccc(-c2noc(CSc3nnc(Cc4cccs4)n3-c3ccccc3)n2)cc1 do in these assays?
HKDC1 inh: 3; Gli-Sufu block: 6; Apaf-1 inh: 18; 697 NFkB inh: -2; UBC13 polyUb: 12; Jurkat NFkB inh: 8; SENP7 block: -4; SENP8 block: 1

How did O=C(CSc1nncn1-c1ccccc1)NCc1cccs1 do in these assays?
HKDC1 inh: -8; Gli-Sufu block: 1; Apaf-1 inh: 4; 697 NFkB inh: -38; UBC13 polyUb: -8; Jurkat NFkB inh: -13; SENP7 block: -8; SENP8 block: 15

How did COc1cc(OC)cc(-c2c(C#Cc3ccsc3)c3cc(-c4ccc(OC)nc4)ccc3n2C)c1 do in these assays?
HKDC1 inh: -2; Gli-Sufu block: 3; Apaf-1 inh: 8; 697 NFkB inh: -30; UBC13 polyUb: -2; Jurkat NFkB inh: -13; SENP7 block: -5; SENP8 block: -10

High-throughput results: PubChem BioAssay, Sanford-Burnham Center for Chemical Genomics
